MazF activator – activators of E. coli MazEF toxin-antitoxin RNase | activation, % at 20 µM | FAM/BHQ RNA-DNA oligo cleavage fluorescence, 5 h | 350,000 compounds, 0.32% hits; in the data active means activation above about 50%
Target sequence (P0AE70 whole entry, looked up): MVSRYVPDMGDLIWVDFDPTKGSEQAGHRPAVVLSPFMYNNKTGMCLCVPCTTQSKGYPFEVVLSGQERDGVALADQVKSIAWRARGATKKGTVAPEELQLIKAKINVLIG
Y pestis TopoI – blocks Yersinia pestis topoisomerase I activity; AID 504884; activity, % at 10 µM; 360,000 compounds, 0.064% hits; Y. pestis Topo-I cleavage product accumulation, plate reader; in the data active means activity above about 50%, passing the limit was not always enough; further: inactives centre near 2
PriA SSB inh – K. pneumoniae PriA-SSBct interaction inhibition. AlphaScreen SSBct-PriA binding, biotinylated peptide. 430,000 compounds, 0.6% hits. AID 1272365. inhibition, % at 33 µM; in the data active means inhibition mostly above about 37%, no sharp cut-off; inactive means mostly below about 20%;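 further: plate controls were negative control peptide for no effect and reference peptide for full effect; strong numbers were not always called active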
CCHFV vOTU inh – CCHFV vOTU protease inhibition; AID 651958; Pep-AMC fluorescence; 370,000 compounds, 0.55% hits; inhibition, % at 11.5 µM; in the data active means inhibition above about 30%; further: 0% = vehicle wells with enzyme and 100% = no enzyme wells
BH1578 lux ind – inducers of Vibrio cholerae quorum light production without autoinducers. AID 588436. activation, % at 18.7 µM. 350,000 compounds, 0.16% hits. V. cholerae BH1578 lux reporter, luminescence, 6 h; in the data active means activation mostly above about 9.7%, no sharp cut-off; further: not every result past the cut was called active; inactives centre near 0; reference of the scale not given here
Rv3671c inh – inhibitors of M. tuberculosis serine protease Rv3671c; P9WHR9; AID 2606; inhibition, % at 5.96 µM; 320,000 compounds, 0.048% hits; in the data active means inhibition above about 38%;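 further: extracellular domain of Rv3671c used as enzyme; 0% = enzyme with DMSO and 100% = no enzyme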
Target sequence (P9WHR9 whole entry, looked up, the tested form may be a part): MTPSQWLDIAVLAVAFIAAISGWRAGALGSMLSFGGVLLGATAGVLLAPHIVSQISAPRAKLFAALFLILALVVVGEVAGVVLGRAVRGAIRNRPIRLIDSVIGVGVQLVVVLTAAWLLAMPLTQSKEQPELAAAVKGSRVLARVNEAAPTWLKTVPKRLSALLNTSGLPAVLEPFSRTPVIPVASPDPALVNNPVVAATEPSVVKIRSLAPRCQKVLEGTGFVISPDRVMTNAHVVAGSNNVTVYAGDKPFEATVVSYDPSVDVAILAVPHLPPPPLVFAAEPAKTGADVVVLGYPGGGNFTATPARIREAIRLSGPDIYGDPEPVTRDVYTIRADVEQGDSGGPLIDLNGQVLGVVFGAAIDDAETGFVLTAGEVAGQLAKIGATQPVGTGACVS
TcdB GH inh – inhibitors of Clostridioides difficile toxin B glycohydrolase; P18177; TcdB glycohydrolase enzymatic assay, plate reader; AID 652162; inhibition, % at 9.99 µM; 350,000 compounds, 0.24% hits; in the data active means inhibition above about 10%
3CLpro inhibitor – SARS-CoV 3CLpro protease inhibition. 290,000 compounds, 0.14% hits. recombinant SARS-CoV 3CLpro, quenched FRET peptide cleavage. P0C6X7. inhibition, % at 6 µM; in the data active means inhibition above about 12%
PrPC surface inh – cell surface PrPC inhibition, primary TR-FRET screen. P04156. TR-FRET read-out. inhibition, % at 13.8 µM. 370,000 compounds, 0.43% hits. AID 720596; in the data active means inhibition above about 24%; further: 0% = median of the test wells and 100% = reference compound wells
VHR inh abs – DUSP3 (human) phosphatase inhibition; recombinant VHR phosphatase, pNPP absorbance; inhibition, % at 13.3 µM; 290,000 compounds, 0.52% hits; P51452; in the data active means inhibition above about 50%; further: some compounds called inactive have numbers as strong as hits
Target sequence (P51452 whole entry, looked up): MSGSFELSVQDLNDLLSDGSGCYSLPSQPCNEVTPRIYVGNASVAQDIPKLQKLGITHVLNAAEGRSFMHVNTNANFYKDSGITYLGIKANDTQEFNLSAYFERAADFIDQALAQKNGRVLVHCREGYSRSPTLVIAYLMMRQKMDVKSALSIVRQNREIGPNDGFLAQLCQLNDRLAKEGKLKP
* hit, by the source's call; i = inactive; · = not tested or not shown; & = joins results of further samples. Not all compounds are listed. The share of hits here may be higher or lower than overall.

smiles,TcdB GH inh,PriA SSB inh,VHR inh abs,MazF activator,BH1578 lux ind,Rv3671c inh,Y pestis TopoI,PrPC surface inh,3CLpro inhibitor,CCHFV vOTU inh
COc1cc(NC(=O)c2ccc3c(c2)OCO3)ccc1NC(=O)c1ccco1,·,-15,26,8,-2.9,-3,-7,0,0,7
COc1ccc(CNC(=O)O[C@@H]2C[C@H]3C(=O)N(c4ccccc4)C(=O)[C@H]3[C@@]3(CN(S(=O)(=O)c4ccc(C)cc4)C[C@H]3C)[C@@H]2O)cc1OC,2.1,·,·,6,-0.2,·,9,-9,·,-2
Cc1ccc(NC(=O)CN2C(=O)c3ccccc3C2=O)cc1,0.0,0,15,-3,-4.1,-2,-13,4,0,-4
O=C(OCCCOC(=O)c1ccc(O)cc1)c1ccc(O)cc1,1.2,-11,6,-2,i,·,7,-1,-5,5
Cc1cc2oc(=O)cc(Cn3ccnc3)c2cc1O,·,4,·,3,-0.5,·,5,·,0,·
COc1cc(NC(=O)c2ccco2)c(OC)cc1NC(=O)Nc1ccc(Cl)cc1,·,21,5,4,-5.0,12,-17,2,-4,-17
Cc1cc(C)n2cc(CSc3nc4ccccc4[nH]3)nc2n1,·,-19&-6,38,5,i,-8,3,6,2,-6
COc1ccc(C2CC(c3ccc(Br)cc3)=NN2C(=S)Nc2ccccc2)cc1 (stereo not given),0.9,-7,-11,10,-0.2,-8,2,-3,3,-2
C/C(Sc1nnc(Cc2ccccc2)o1)=C(\O)c1ccccc1,0.3,5,·,4,-0.4,·,4,4,·,-5
O=C(CNC(=O)c1cccs1)OCC(=O)c1ccc2ccccc2c1,·,-12,35,11,i,-12,4,7,-5,-14
Cc1ccc(C(=O)NCCCC(=O)O)o1,·,-9,-4,-3,-3.2,1,1,3,3,9
Cc1onc(-c2ccccc2Cl)c1C(=O)NCCN1Cc2ccccc2C1=O,·,47*,-7,-5,-1.5,3,7,-3,-3,16
Cc1cccc(C)c1NC(=O)COC(=O)CNC(=O)C1CCCCC1,0.2,-1,·,2,-0.3,4,4,5,·,13
CCOc1ccc(C(=O)O[C@H]2[C@H](Cc3ccccc3)NS(=O)(=O)[C@H]3C[C@@H]4C=C[C@]23O4)cc1,0.4,-20,·,1,i,-56,-7,-2,·,1
NS(=O)(=O)c1ccc(NS(=O)(=O)c2ccc(NC(=S)Nc3ccccc3)cc2)cc1,-1.5,-2,7,4,i,-2,-1,-1,0,-1
CCC(Oc1ccccc1)C(=O)N(CC)CC(=O)NCc1ccc(F)cc1 (stereo not given),2.0,3,·,7,i,·,5,-4,·,-3
O=c1c2cc(N3CCOCC3)ccc2[nH]c(=S)n1Cc1ccccn1,·,12,-21,13,-0.7,-1,-1,-6,1,-2
C[C@H](CO)N1C[C@H](C)[C@@H](CN(C)C)Oc2c(NC(=O)Cc3ccccc3)cccc2C1=O,1.0,15,·,3,-1.0,3,12,1,·,4
O=C(Cc1cccc(NC(=O)C2CCN(C(=O)C3CCCC3)CC2)c1)Nc1cccc(C(=O)N2CCCC2)c1,0.2,2,·,1,-1.0,5,18,-2,·,3
Cn1cc[n+](C)c1COc1ccc(C=O)cc1,0.0,-10,18,-7,-0.1,9,-4,9,0,-13

Full records, quoted from the list. Order of screens: TcdB GH inh, PriA SSB inh, VHR inh abs, MazF activator, BH1578 lux ind, Rv3671c inh, Y pestis TopoI, PrPC surface inh, 3CLpro inhibitor, CCHFV vOTU inh
Cc1ccc(C(=O)NCCCC(=O)O)o1 as listed: ·, -9, -4, -3, -3.2, 1, 1, 3, 3, 9
NS(=O)(=O)c1ccc(NS(=O)(=O)c2ccc(NC(=S)Nc3ccccc3)cc2)cc1 as listed: -1.5, -2, 7, 4, i, -2, -1, -1, 0, -1
COc1ccc(CNC(=O)O[C@@H]2C[C@H]3C(=O)N(c4ccccc4)C(=O)[C@H]3[C@@]3(CN(S(=O)(=O)c4ccc(C)cc4)C[C@H]3C)[C@@H]2O)cc1OC as listed: 2.1, ·, ·, 6, -0.2, ·, 9, -9, ·, -2

More compounds follow.
smiles,TcdB GH inh,PriA SSB inh,VHR inh abs,MazF activator,BH1578 lux ind,Rv3671c inh,Y pestis TopoI,PrPC surface inh,3CLpro inhibitor,CCHFV vOTU inh
Clc1ccc(-c2noc(CSc3nnc(-c4ccncc4)n3-c3ccccc3)n2)cc1,·,-1,-8,-1,2.0,0,27,12,0,9
CCN(CC)CCC(c1cc(OC)c(OC)c(OC)c1)c1c(OC)cc(OC)c2ccc(=O)oc12 (stereo not given),0.1,-2,22,3,-0.5,3,-1,-11,·,4
O=C(CN1CCOCC1)N1c2ccccc2Sc2ccc(Cl)cc21,1.6,·,·,-1,0.9,·,21,-5,·,10
CCc1cc(C(=O)N/N=C/c2ccc(OC)cc2)c2ccccc2n1,1.7,·,-5,1,-0.3,-1,8,11,1,-1
O=C(CC1C(=O)NCCN1Cc1c(F)cccc1Cl)NCc1ccccc1 (stereo not given),0.9,-9,35,2,-0.3,-5,-8,-4,3,8
O=C(O)c1nsc(Cl)c1Cl,·,-7,30,10,i,2,4,10,-4,0
CCCCCC(=O)N/N=C(\C)c1ccc(Cl)cc1,·,·,-16,3,i,-1,9,-4,6,12
CC(=O)c1ccc(OCc2cc(C(=O)N(C)CCOc3ccc(C)cc3)no2)cc1,-0.4,-11,-6,7,0.7,2,42,-4,2,7
CN(c1ccccc1)c1ccc(/C=C(\C#N)c2nnc3n2CCCCC3)cc1[N+](=O)[O-],·,-3,43,4,-0.2,-4,-14,-7,5,12
CNc1ccccc1C(=O)OC,-0.4,-18,22,-2,-0.3,-1,2,6,·,13
O=C(NCc1ccccn1)C1CC(c2ccccc2O)=NO1 (stereo not given),1.6,-9,11,3,-0.5,-2,-1,4,2,-5
CCN(CC)S(=O)(=O)c1ccc(C(=O)OC2CCCCC2CN(C)C)cc1 (stereo not given),·,-3,21,-1,-7.1,-4,-12,-6,1,10
Nc1ncc(-c2ccccc2)n1CC1CCCO1 (stereo not given),·,24,1,12,i,11,4,-3,0,-4
COC(=O)CC1Nc2ccccc2SC1=O (stereo not given),·,1,29,1,·,7,5,0,-3,13
COc1ccccc1C(=O)NCCC(=O)N1CCN(c2cccc(C(F)(F)F)c2)CC1,-2.1,-11,·,-11,0.7,1,30,-2,·,20
CCNC(=O)CSc1nc(-c2ccc(F)cc2)cs1,1.3,-9,8,3,0.7,-5,-1,-6,1,-8
COc1ccc(-c2c[n+]3c4n2CCCCC4=C(c2ccccc2)C3)cc1,·,14,11,20,i,-2,0,-4,6,-78
CCOC(=O)C(NC(=O)Nc1ccccc1)(OCC)C(F)(F)F (stereo not given),·,-9,2,-2,-0.4,-3,0,2,3,11
COc1ccc(C)c2sc(NC(=O)CCS(=O)(=O)c3ccccc3)nc12,1.8,-7,6,-33,-0.8,-5,18,-2,3,8
CCOc1ccc(NC(=O)CCn2cccc2)cc1,·,10,21,0,0.6,-1,2,5,4,-6
Cc1ccc(N(CC(=O)NCc2ccco2)C(=O)CCC(=O)Nc2ccccn2)c(C)c1,-1.3,-11,12,-1,-0.2,0,13,-3,2,13
O=C(Nc1nnc(S(=O)(=O)N2CCCCCC2)s1)c1ccc(Br)cc1,1.0,1,10,1,-0.2,-5,-5,6,-3,2
COc1ccc(S(=O)(=O)N2CCN(C(=O)c3sccc3-c3ccccc3)CC2)cc1,1.0,3,·,-1,i,-7,-1,-2,·,6
CC(C)Oc1cc(F)ccc1-c1cc(C(=O)NC2CCCCC2)[nH]n1,1.1,·,·,·,-5.0,·,12,6,·,-13
CC1(C(=O)NS(=O)(=O)Cc2cccc(Cl)c2)CCN1C(=O)C1(c2ccc(Cl)cc2)CCC1 (stereo not given),0.0,·,·,·,-0.6,·,30,-2,·,8
Cc1ccc(S(=O)(=O)N2CCOCC2)cc1C(=O)OCC(=O)NC1CCCC(C)C1C (stereo not given),0.7,-14,·,4,i,11,10,9,·,6
O=C1CC(C(=O)N2CCN(c3ccccc3)CC2)CN1Cc1ccccc1 (stereo not given),0.8,1,·,-3,-3.4,3,8,-8,·,-2
CCOC(=O)N1CCN(C(=O)COC(=O)c2ccc(N(C)C)cc2)CC1,-1.0,-13,·,2,i,3,7,2,·,1
CCOc1ccc(-c2c(=O)n(OCc3ccc([N+](=O)[O-])cc3)c3ccccc3[n+]2[O-])c(OCC)c1,0.3,-3,·,-11,i,-1,4,-12,·,-11
COc1ccc(/C=C2/SC(=S)N(CCC(=O)O)C2=O)cc1,·,-6,8,-1,i,-4,2,-8,2,10
Cc1oc(-c2ccccc2)nc1CC(=O)O,·,-14,18,4,i,-3,2,0,-1,-4
CC(=O)Nc1cccc(-c2nc3ccccc3o2)c1,1.2,-8,26,8,0.8,-2,4,3,2,7
Cc1ccc(C(=O)CNc2ccccc2C)cc1,1.2,-2,-1,8,-1.5,-8,3,4,0,5
Cc1ccccc1C(=O)NC(=S)NCC(=O)c1ccccc1,·,-13,4,9,i,-1,9,5,0,19
COc1ccccc1-c1cccc([C@@H]2C[C@H]3[C@H](CON3C)CN2C(=O)CCc2ccccc2)c1,2.4,11,·,-6,i,·,35,3,·,0
CC(=O)c1ccc(NC(=S)Nc2cccc(Cl)c2C)cc1,-1.2,4,24,5,-1.6,4,8,0,5,6
CCOc1ccccc1NC(=O)COC(=O)c1cc(C)oc1C,0.6,-4,·,7,·,-9,-5,12,·,2
Nc1nc(=O)n(C2CC(O)C(CO)O2)cc1F (stereo not given),0.5,-4,·,2,i,·,-8,-5,·,4
Cc1noc(NS(=O)(=O)c2ccc(NC(=O)c3cc(S(=O)(=O)N(C)c4ccccc4)ccc3Cl)cc2)c1C,-3.7,8,·,1,i,·,3,3,·,18
COC(=O)CSc1nc(C)cc(Oc2ccccc2)n1,0.1,-15,40,11,-0.3,4,3,-6,-2,4
O=C(COC(=O)c1n[nH]c2ccccc12)NC1CCCCC1,-0.2,-13,·,4,-0.8,-2,7,0,·,-1
O=C(O)c1ccc2c(c1)C(=O)/C(=C/c1ccccc1)C2=O,-1.0,-16,-5,19,0.7,0,-5,-7,-3,6
CC(=O)CSc1nc2c(c(=O)[nH]c(=O)n2C)n1Cc1cccc(Br)c1,0.7,-5,1,8,i,-4,12,0,-5,4
CCOc1ncccc1C(=O)OCC(=O)N(CC)c1ccccc1,0.1,-4,19,9,-0.2,7,-2,-2,0,-8
CC(C)c1ccc(NC(=O)C2(C)Cc3c(-c4ccc5c(c4)OCO5)ccnc3O2)cc1 (stereo not given),0.9,·,·,·,i,·,6,7,·,9
CC(CCc1ccco1)NC(=O)CCc1nnc2ccc(NCc3ccc(Cl)cc3)nn12 (stereo not given),1.4,-6,-31,0,i,-8,30,2,2,-13
Cc1ccc(CC2CC(=O)N(c3ccc4c(c3)OCCO4)C2=O)cc1 (stereo not given),·,-4,17,10,-0.5,-1,-2,8,-1,6
Cc1ccc(C)c(N2CCN(S(=O)(=O)c3ccc4c(c3)NC(=O)CO4)CC2)c1,-0.2,2,48,6,-2.7,-11,0,12,3,17
COc1ccc2cc(C(=O)C3CCCN(C(=O)/C=C/c4ccccn4)C3)ccc2c1 (stereo not given),1.9,-1,10,-2,-1.0,-14,13,-3,-2,-11
CCOCCCNc1ccc(-c2ccccc2)nn1,1.1,-5,3,-3,1.4,11,-1,8,7,-6
CCc1nnc(NS(=O)(=O)c2ccc(N=Cc3c(C)[nH]n(-c4ccc(C)cc4)c3=O)cc2)s1,·,1,10,0,11,3,31,6,3,24
O=C(Nc1ccccc1C(=O)OCc1nnc(-c2ccccc2)o1)c1ccco1,·,-11,3,5,-0.1,-13,2,-1,-1,12
O=C(NC1C=CS(=O)(=O)C1)c1ccccc1 (stereo not given),-1.6,1,9,2,1.3,6,2,4,-2,2
Cc1ccc(C)c(N2CCN(C(=O)CN3C(=S)NC(C)(C)CC3C)CC2)c1 (stereo not given),0.5,-4,5,-2,i,-5,4,14,0,-8
